Screens from PubChem.
USP2a inh: qHTS Assay for Inhibitors of Ubiquitin-specific Protease USP2a Using CHOP2 as the Reporter; USP2 core, Ub-CHOP2 coupled fluorogenic reporter, 485/531; Potency, µM (highest dose often 38.3 µM), for inactives: top-dose activity change, negative = inhibition, hits mostly inhibitors; 0.01% of 330,000 active; AID 463254, 2010;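 note: potency is the fitted concentration of half-maximal effect; plate controls were DMSO wells for no effect and full inhibition by NEM control for full effect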
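Deubiquitinase activity read as fluorescence (485/531 nm) after Ub-CHOP2 cleavage activates the enterokinase reporter on its substrate; USP2 core 10nM, Ub-CHOP2 and substrate 25nM each, 30min compound preincubation then 60min RT; data normalized to NEM, curves fitted.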
Menin MLL FP TR: qHTS Assay for Inhibitors Targeting the Menin-MLL Interaction in MLL Related Leukemias: Competition With Texas Red Labeled MLL-derived Mutant Peptide; Menin + Texas Red MLL mutant peptide, fluorescence polarization; Potency, µM (series often up to 61.6 µM), for the others: at the highest dose FP activity change, negative = inhibition, most hits filed as inhibitors; O00255; 0.23% of 270,000 active; active = well fitted inhibition curve with a large enough effect in the polarisation, with a control signal flat, not every such curve was filed as active; inconclusive = small, poorly fitted or top-dose-only effect, or effect the other way, or a change in a side signal; inactive = no such curve, though single readings can be large or run the other way; the % refers to the polarisation; note: potency is the fitted concentration of half-maximal effect; % of control where 0% means no effect; many of its hits are not listed in these tables
ASM inhibitor: Inhibitors of Secretory Acid Sphingomyelinase (S-ASM): qHTS. placental ASM, HMU-PC fluorogenic substrate, 60 min. Potency, µM (doses to about 57.5 µM), for inactives: top-dose activity change, negative = inhibition, hits mostly inhibitors. 0.006% of 340,000 active. AID 504937, 2011; note: potency is the fitted concentration of half-maximal effect
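Fluorescence read-out (Ex 386 nm, Em 447 nm) after stopping the reaction at pH 10. Enzyme: ASM from human placenta; substrate HMU-PC0, 9 uM final; 60 min, 37 °C. Compound preincubation 10 min, ambient temperature.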
GALK inh: qHTS Assay for Inhibitors of Human Galactokinase (GALK); Purified GALK, Kinase-Glo residual ATP luminescence; Potency, µM (doses to about 57.5 µM), for the others: top-dose activity change, negative = inhibition, actives largely listed as inhibitors; 0.007% of 270,000 active; note: potency is the fitted concentration of half-maximal effect; % is set by controls: 0 for no effect and ±100 for the full control effect
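Compounds were pin-transferred into ATP buffer (35 uM final), then GALK plus galactose (5 nM, 100 uM final) was added. After 1 h at room temperature, Kinase-Glo Plus was added and luminescence read after 10 min.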
Eya2 inh: qHTS Assay for Inhibitors of the Phosphatase Activity of Eya2; Protein phosphatase EYA2 (Homo sapiens), O00167; Potency, µM (top dose mostly 76.9 µM), for the others: at the highest dose activity, negative = inhibition, actives largely listed as inhibitors; recombinant Eya2, OMFP fluorescence dephosphorylation (OMFP is methylfluorescein phosphate); 0.006% of 330,000 active; note: potency is the fitted concentration of half-maximal effect; % is set by controls: 0 for no effect and ±100 for the full control effect
Target sequence (O00167 whole entry, looked up): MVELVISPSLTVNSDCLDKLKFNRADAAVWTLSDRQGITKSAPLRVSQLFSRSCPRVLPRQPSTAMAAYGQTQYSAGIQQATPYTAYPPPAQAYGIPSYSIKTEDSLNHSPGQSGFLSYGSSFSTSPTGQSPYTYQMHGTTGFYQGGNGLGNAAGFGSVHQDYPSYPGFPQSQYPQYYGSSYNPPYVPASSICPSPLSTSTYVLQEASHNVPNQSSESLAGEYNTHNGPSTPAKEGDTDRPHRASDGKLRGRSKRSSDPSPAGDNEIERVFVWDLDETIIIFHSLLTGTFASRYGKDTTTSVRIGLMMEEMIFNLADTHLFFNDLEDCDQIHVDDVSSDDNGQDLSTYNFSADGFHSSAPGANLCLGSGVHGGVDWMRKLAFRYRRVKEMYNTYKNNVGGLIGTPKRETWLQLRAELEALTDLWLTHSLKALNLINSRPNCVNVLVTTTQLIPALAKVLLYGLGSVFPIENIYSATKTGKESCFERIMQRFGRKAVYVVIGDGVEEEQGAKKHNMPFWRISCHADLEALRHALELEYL
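Eya2 (0.2 uM) preincubated 10 min at ambient with compound, then OMFP substrate added at 50 uM; 10 min reaction in 50 mM HEPES pH 7.5, 50 mM NaCl, 5 uM MgCl2, 0.05% BSA, 1 mM DTT. Fluorescence read at Ex 485/Em 525 nm.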
MBNL1-CUG inh: qHTS Assay for Inhibitors of MBNL1-poly(CUG) RNA binding. Muscleblind-like protein 1 (Homo sapiens), Q9NR56. TR-FRET MBNL1-His/biotin-(CUG)12 binding, 665/545 ratio. Potency, µM (series often up to 57.5 µM), for inactives: at the highest dose activity change, negative = inhibition, hits mostly inhibitors. 0.036% of 280,000 active. AID 2675, 2010; active = well fitted inhibition curve with a large enough effect in the signal ratio, with a control signal flat, not every such curve was filed as active; inconclusive = small, poorly fitted or top-dose-only effect, or effect the other way, or a change in a side signal; inactive = no such curve, though single readings can be large or run the other way; the % refers to the signal ratio; note: potency is the fitted concentration of half-maximal effect; % is set by controls: 0 for no effect and ±100 for the full control effect
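TR-FRET between His-tagged MBNL1 and biotin-(CUG)12 RNA, detected with Tb anti-His antibody (0.055 ng/ul) and streptavidin-XL665 (5 nM), 60 min at room temperature. Compounds titrated 92 nM to 58 uM; 665/545 nm ratio normalized to buffer and complex controls.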
BCR signal inh: qHTS Assay to Find Inhibitors of Chronic Active B-Cell Receptor Signaling. ABC-DLBCL IkBa-CBG/CBR reporter, luminescence ratio, 4 h. Potency, µM (titrated, usually from 46.1 µM), inactives show at the highest dose ratio change, negative = lower green/red ratio, usual class: inhibitors. 0.05% of 340,000 active. AID 493014, 2011; active = well fitted inhibition curve with a large enough effect in the signal ratio, with a control signal flat, not every such curve was filed as active; inconclusive = small, poorly fitted or top-dose-only effect, or effect the other way, or a change in a side signal; the % refers to the signal ratio;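 note: potency is the fitted concentration of half-maximal effect; plate controls were basal doxycycline-induced cells for no effect and cells given 10 µM MG132 for full effect; MG132 reads +100%, hits lower the ratio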
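Concentration-response series (up to 46 uM) were applied to TMD8 dual-reporter cells for 4 h at 37C with doxycycline. Green/red ratio, after filter-overlap correction, defined %Activity; red signal alone was normalised to basal cells and zero luminescence.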
Mito fusion yeast: qHTS Assay for Small Molecule Inhibitors of Mitochondrial Division or Activators of Mitochondrial Fusion; S. cerevisiae fusion-defective mutant growth rescue, CellTiterGlo 48 h; Potency, µM (top dose mostly 46.1 µM), for the others: top-dose growth rescue (activation), usual class: activators; 0.23% of 320,000 active;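 note: potency is the fitted concentration of half-maximal effect; % of control where 0% means no effect; nearly all actives have a fitted effect of over 45% in size; temperature-sensitive fusion mutants such as fzo1-1 at 37 °C on non-fermentable ethanol glycerol medium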
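Yeast fusion mutant, YPEG (non-fermentable carbon), compound, 48 h at 37C non-permissive; CellTiterGlo added, 10 min RT, luminescence read. Rescued growth = division inhibition.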
hERG WT inh: qHTS for Inhibitors of KCHN2 3.1: Wildtype qHTS. activity change, % at 1.84 µM. 0.37% of 340,000 active. U2OS, BacMam KCNH2, thallium flux FluxOr; stronger effect = lower value. Voltage-gated inwardly rectifying potassium channel KCNH2 (Homo sapiens), Q12809. AID 720551, 2013;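 active = maximum activity change below -70%; inconclusive = maximum activity change between -70% and -50%; inactive = maximum activity change above -50%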; note: % is set by controls: 0 for no effect and ±100 for the full control effect
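U2OS cells were transduced with wild-type KCNH2 virus (2.03 x 10^8 / mL) for 4 h at room temperature, then cultured overnight at 37 C. Thallium flux was read with FluxOr dye. Rate constants were normalized to DMSO controls.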
PKM2 activator: qHTS Assay for Activators of Human Muscle isoform 2 Pyruvate Kinase. Pyruvate kinase PKM (Homo sapiens), P14618. purified PKM2, Kinase-Glo ATP luminescence, activation; response scale: 0% is enzyme alone, no compound. Potency, µM (doses to about 57.5 µM), for the others: top-dose activation, most hits filed as activators. 0.34% of 260,000 active; note: potency is the fitted concentration of half-maximal effect; % is set by controls: 0 for no effect and ±100 for the full control effect; nearly all actives have a fitted effect of over 55% in size
Target sequence (P14618 whole entry, looked up, canonical isoform): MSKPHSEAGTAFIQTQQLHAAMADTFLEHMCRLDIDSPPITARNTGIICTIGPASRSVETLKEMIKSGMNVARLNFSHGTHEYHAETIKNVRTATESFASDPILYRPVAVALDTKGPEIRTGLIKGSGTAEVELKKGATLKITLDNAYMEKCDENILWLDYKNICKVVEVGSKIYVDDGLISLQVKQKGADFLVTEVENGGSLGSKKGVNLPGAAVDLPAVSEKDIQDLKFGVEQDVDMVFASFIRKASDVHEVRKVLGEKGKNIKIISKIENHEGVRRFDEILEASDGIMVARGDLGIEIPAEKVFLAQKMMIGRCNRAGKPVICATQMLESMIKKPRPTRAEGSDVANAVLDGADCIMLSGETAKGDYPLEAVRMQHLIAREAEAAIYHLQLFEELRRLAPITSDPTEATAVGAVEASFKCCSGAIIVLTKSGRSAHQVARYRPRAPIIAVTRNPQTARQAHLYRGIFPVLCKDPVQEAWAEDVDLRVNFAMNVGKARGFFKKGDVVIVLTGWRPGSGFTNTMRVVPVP
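Purified hPK-M2 (>95%) run at intermediate activity with 0.1 mM ADP and 0.5 mM PEP in 50 mM imidazole pH 7.2, KCl, MgCl2; 1 h room temperature. ATP formed read by Kinase-Glo luminescence; normalized to uninhibited and no-enzyme controls.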
TSHR antag: Antagonists of the Thyroid Stimulating Hormone Receptor: HTS campaign | 0.2% of 330,000 active | AID 504810, 2011 | Thyrotropin receptor (Homo sapiens), P16473 | activity change, negative = inhibition, % at 11.5 µM | TSHR-expressing cells, TSH-stimulated cAMP HTRF, 2 h; stronger effect = lower value;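 active = activity change below a set negative limit, meaning inhibition stronger than a set level, cut at about -70% in these data; inconclusive = activity change between two set negative limits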; note: % is set by controls: 0 for no effect and ±100 for the full control effect
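Freshly harvested TSHR cells receive pin-tooled compound, then EC80 TSH at 4nM final. After 2 hours at 37 deg C, antibody in lysis buffer and cAMP-d2 are added; 30 minutes at ambient temperature precede the HTRF read.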
Active calls of the source: *; ? = inconclusive; / = not tested or not shown; [ ] = another dose, or the depositor's remark. Unless noted, calls come from the whole dose curve; as a rule, active = well fitted curve in the direction sought with a large enough effect; inconclusive = small, poorly fitted or top-dose-only effect, or another doubt; inactive = no such curve, though single readings can be large; an effect the other way counts as inactive or inconclusive. A portion of the library. The share of hits here may be higher or lower than overall.

SMILES | USP2a inh | Menin MLL FP TR | ASM inhibitor | GALK inh | Eya2 inh | MBNL1-CUG inh | BCR signal inh | Mito fusion yeast | hERG WT inh | PKM2 activator | TSHR antag
O=S(=O)(c1ccc(Cl)c(C(F)(F)F)c1)N1CCN(CC(O)COCC2CCCO2)CC1 (stereo unspecified) | 0.5% | -5.0% | 0.1% | 0.3% | 7.0% | -9.6% | -0.4% | -6.0% | -7.6 | 0.1% | -0.2
COc1ccc(OC)c(NC(=O)CCNC(=O)Cn2ccc3ccccc3c2=O)c1 | 1.1% | -5.5% | -0.8% | -1.1% | -5.1% | 4.4% | 2.1% | 5.7% | 0.3 | 2.1% | -7.8
O=C1Nc2ccccc2S/C1=C/Nc1cccc(Cl)c1 | 0.2% | ? | -0.6% | -4.5% | -3.6% | 15.9% | ? | 2.6% | -6.7 | 2.9% | -4.1
O=C1C2=C(Nc3ccccc3SC2c2ccco2)c2ccccc21 (stereo unspecified) | -3.2% | ? | -25.6% | -0.5% | -31.4% | ? | ? | -13.3% | -0.4 | 3.3% | 78.3
COc1ccc(C(=O)CN2C(=O)NC3(CCCCC3)C2=O)cc1OC | -1.2% | 7.3% | 4.6% | -3.2% | -0.2% | -0.4% | -4.9% | -4.5% | -8.0 | -0.8% | -3.2
Nc1ccccc1C(=O)NNc1c2ccccc2nc2ccccc12 | 10.0% | / | -2.2% | -1.4% | 10.7% | ? | 2.1% | -4.6% | 0.0 | -3.0% | -1.7
Cn1c(C(=O)c2ccncc2)cc2ccccc21 | 0.6% | -22.5% | -1.5% | -2.5% | 5.9% | ? | ? | -4.5% | -11.9 | 0.1% | -8.3
COCCNC(=O)CN1C(=O)NC2(CCCc3ccccc32)C1=O (stereo unspecified) | 1.5% | 15.1% | 4.9% | 2.0% | -20.9% | -8.0% | 0.4% | 1.1% | -1.1 | / | -4.6
O=C(Nc1nccs1)c1cccc(N2C(=O)c3cccc4c([N+](=O)[O-])ccc(c34)C2=O)c1 | 10.2% | ? | 3.6% | 1.6% | 10.7% | 9.7% | ? | -6.5% | -10.1 | 1.0% | -8.3
O=C(O)c1ccc(N/N=C/C=C/c2ccccc2)cc1 | 6.6% | / | 16.2% | -2.4% | 8.4% | ? | ? | 5.5% | 3.4 | 2.5% | -3.1
Cc1cc2oc(=O)cc(Cn3nnc(-c4ccc(Cl)cc4)n3)c2cc1C(C)C | 1.8% | -8.3% | / | -0.1% | -1.2% | -14.7% | 0.2% | 5.5% | / | -3.7% | 7.2
CC12CCC(=O)N1C(C(=O)N1CCN(c3ccc(C(F)(F)F)cc3[N+](=O)[O-])CC1)CS2 (stereo unspecified) | 1.7% | / | -1.5% | -1.7% | 8.3% | 8.0% | 5.1% | -1.4% | 9.0 | -0.4% | 10.5
CN(CC(=O)NCCCN1CCOCC1)S(=O)(=O)c1cc(Cl)ccc1Cl | -2.0% | / | -0.8% | -0.6% | 15.6% | -4.9% | -1.5% | -0.4% | 2.8 | -0.3% | 20.3
COC(=O)[C@]1(Cc2ccccc2)N[C@H](CN(C)C(C)=O)[C@@H]2C(=O)N(C)C(=O)[C@@H]21 | 1.0% | / | 6.9% | / | -1.3% | / | -0.2% | / | -2.6 | / | 0.7
Nc1cc2c(cc1[N+](=O)[O-])OCCOCCOCCO2 | -1.3% | 4.7% | -1.1% | -0.4% | 3.6% | ? | 12.6% | -2.0% | 4.1 | 1.9% | -1.9
CC(C)(C)CC(=O)NC(=S)N1CCCCCC1 | -3.2% | 35.6%[activator] | 1.4% | -0.8% | 3.4% | -2.9% | -2.0% | -10.0% | 3.1 | -4.2% | 3.2
CC(C)(O)C#Cc1ccc(C(=O)NCc2cccs2)s1 | 3.7% | / | 0.0% | 0.1% | -13.9% | 6.2% | 2.4% | 3.4% | 5.7 | -5.4% | 7.1
COc1ccc(NC(=O)CSc2nnc(C)n2Cc2ccccc2)cc1 | -2.3% | 3.3% | 1.5% | 4.0% | 17.1% | -8.3% | -0.2% | -1.7% | -16.9 | -2.2% | 37.1
CCC(c1c(C)n(C)n(-c2ccccc2)c1=O)c1c(C)n(C)n(-c2ccccc2)c1=O | 0.5% | -12.0% | 3.5% | 0.3% | 3.1% | -5.7% | ? | 1.6% | 0.3 | 7.5% | -4.1
O=C(c1cc2nc(-c3ccco3)cc(C(F)(F)F)n2n1)N1CCCCCC1 | 2.3% | -5.6% | 93.7%[activator] | 4.0% | 1.9% | ? | 1.0% | 5.1% | -8.0 | 2.1% | /
Cc1cc(C(F)(F)F)nn1CC(=O)NNC(=S)Nc1cccc(Cl)c1 | 1.6% | 22.9% | -1.9% | -0.2% | -9.1% | 12.3% | 15.1% | -1.0% | 6.8 | -2.5% | -5.8
COC(=O)C1CCN(C(=O)/C(C)=C\c2ccccc2)CC1 | -2.5% | 2.7% | -0.6% | 6.4% | 3.4% | -4.7% | 0.8% | 1.2% | -15.7 | 2.5%[11.5 µM] | 6.6
OCc1ccnc(Cl)c1 | 1.8% | 1.9% | 2.7% | 2.6% | 9.3% | -7.5% | -1.1% | -1.2% | -1.2 | -7.0% | 0.1
Clc1ccc(OCCn2c(-c3ccco3)nc3ccccc32)cc1 | -1.7% | 2.0% | -14.0% | 0.0% | -20.5% | -5.9% | ? | 25.0% | 0.5 | -1.6% | -17.2
O=C(CCSc1ccccc1)NC1CCCCCC1 | 1.2% | -2.2% | 0.7% | 4.2% | -1.3% | -8.2% | ? | 12.1% | -1.3 | 2.0% | -16.2

(further entries)
SMILES | USP2a inh | Menin MLL FP TR | ASM inhibitor | GALK inh | Eya2 inh | MBNL1-CUG inh | BCR signal inh | Mito fusion yeast | hERG WT inh | PKM2 activator | TSHR antag
COc1cccc(CN2CCNC(=O)C2CC(=O)NC2CCCCCCC2)c1 (stereo unspecified) | -5.7% | / | -10.0% | 5.9% | -29.6% | 1.4% | 0.1% | 4.8% | 3.3 | / | 13.3
OCC[C@H]1C[C@H](O)[C@@H](O)[C@]2(CCc3ccccc3O2)O1 | 1.4% | / | 5.4% | / | -1.5% | / | -4.8% | -1.0% | 6.9 | / | 4.8
CC(=O)/C(=C\N(C)C)Sc1ccc(C)cc1 | 3.9% | / | 5.1% | 4.0% | -3.3% | 0.4% | 6.0% | -3.2% | -6.8 | 0.6% | 0.5
O=C(NCc1ccccc1)c1cc[n+]([O-])cc1 | 1.1% | -9.8% | -2.0% | -2.1% | 7.2% | 5.6% | 4.0% | -6.9% | -0.6 | / | -3.5
COCCNc1ncnc2c1cnn2Cc1ccc(Cl)cc1 | -1.9% | 5.7% | -4.9% | -1.5% | -27.8% | 0.8% | ? | -2.0% | -7.4 | 8.7% | -12.9
COCCCn1c(=O)c2ccccc2n(CC(=O)NC2CCCCC2)c1=O | 8.9% | -17.7% | -0.3% | -0.5% | -3.4% | -3.2% | 2.7% | -7.3% | 3.8 | -7.4% | -4.8
O=C(CSc1ncccn1)NCc1cccs1 | 0.3% | -1.6% | 2.5% | -3.4% | -9.5% | 4.8% | 4.6% | 3.2% | -6.0 | 8.1% | 3.5
O=C(COc1ccc(Cl)cc1[N+](=O)[O-])NC1CCCCC1 | -0.9% | -10.8% | -4.3% | 9.5% | -4.7% | ? | ? | 29.3% | -8.6 | -0.7% | -7.0
COc1ccc(C2Nc3ccccc3C(=O)N2NS(C)(=O)=O)c(OC)c1 (stereo unspecified) | 2.8% | 14.7% | 72.6%[activator] | -2.7% | 1.3% | 2.0% | -2.3% | 4.2% | 2.9 | / | 1.2
Cc1nn(-c2ccc(N3CCOCC3)nn2)c(C)c1CCC(=O)NCc1ccc(F)cc1 | -0.4% | 15.3% | -0.7% | -1.7% | -5.5% | 2.2% | -1.0% | -8.0% | -0.4 | 9.6% | 24.4
Cc1ccc2ccccc2c1COC(=O)c1nonc1N | 3.6% | 9.8% | 0.0% | 0.9% | 14.0% | -0.5% | -0.1% | 6.1% | -0.5 | 6.9% | /
